Rac1 GTP hydrolysis: MgcRacGAP GTPase-activating activity inhibitors, confirmation, biochemical, ADP Hunter fluorescence; 0.6% of 340,000 active; MgcRacGAP-stimulated Rac1 GTP hydrolysis, ADP Hunter fluorescence; higher % means a stronger effect; GST-tagged Rac1 F28L mutant substrate; inhibition, % at 30 µM; hits with a dose series show IC50 in µM;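 active = first-screen hits whose inhibition reached a set limit at any dose in the follow-up dose series; inconclusive = inhibition above the set first-screen limit but never retested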;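 also: fluorescence reports GDP produced by GAP-driven GTP hydrolysis; strong numbers were not always called active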
RSV antiviral HEp-2: inhibition of RSV-induced cytopathic effect – HEp-2 cells, primary 10 µM value included (AID 2391). 0.13% of 310,000 active. HEp-2 cells, RSV-induced CPE inhibition; higher % means a stronger effect. one-dose CPE inhibition, % at 10 µM; IC50 in µM for titrated hits; in the data active = a potency from the dose series; inconclusive = CPE inhibition mostly from about 23% at the one dose, without a potency; inactive = the rest, 99 in 100 with CPE inhibition below about 21%; also: strong numbers were not always called active
SV40 large T antigen: TAg ATPase/helicase activity blockers – biochemical (AID 1903). SV40 large T antigen ATPase/helicase inhibition assay; higher % means a stronger effect. inhibition, % at 20 µM; hits with a dose series show IC50 in µM. 0.39% of 310,000 active; in the data active = a potency from the dose series; inconclusive = inhibition mostly from about 32% at the one dose, without a potency; inactive = the rest, 99 in 100 with inhibition below about 32%; also: strong numbers were not always called active
AID2073: inhibitors of Mint1-CaV2.2 protein interaction, biochemical, HTRF (AID 2073); HTRF protein-protein interaction, Mint1-CaV2.2; higher % means a stronger effect; 0.19% of 290,000 active; inhibition, % at 20 µM, or IC50 in µM where a hit was titrated; in the data active = inhibition mostly above about 51%, no sharp cut-off; inconclusive = no clear call, values can overlap the other calls; inactive = mostly below about 53%; also: some results filed as inactive read as strong as hits
West Nile antiviral: inhibition of WNV-induced cytopathic effect – cell-based, CPE readout (AID 1621); West Nile virus-infected cells, CPE inhibition; higher % means a stronger effect; one-dose CPE inhibition, % at 10 µM; IC50 in µM for titrated hits; 0.02% of 290,000 active; in the data active = a potency from the dose series; inconclusive = CPE inhibition mostly from about 3.7% at the one dose, without a potency; inactive = the rest, 99 in 100 with CPE inhibition below about 2.2%; also: strong numbers were not always called active
UTI89 phage lysis: protection from phage-mediated lysis, alamar blue read-out – E. coli UTI89, K1F phage, bacterial capsule biogenesis inhibitors (AID 488966) | E. coli UTI89 K1F phage lysis, alamar blue, 2 h; higher % means a stronger effect | one-dose inhibition, % at 100 µM; IC50 in µM for titrated hits | 0.02% of 340,000 active;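 active = phage lysis inhibition, versus mean bacterial control, above a set limit; inconclusive = no clear call, values can overlap the other calls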;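 also: capsule biogenesis inhibitors block K1F phage lysis so surviving cells raise fluorescence; higher fluorescence means more inhibition of phage lysis; actives were called in the ten point dose series up to 300 µM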
Siah-1 displacement: blockers of Siah-1 interaction with plectin peptide – biochemical, fluorescence polarization, rhodamine-plectin, uHTS, primary screen (AID 1817). Siah-1 / rhodamine-plectin peptide fluorescence polarization; higher % means a stronger effect. displacement, % at 20 µM; hits with a dose series show IC50 in µM. 0.02% of 290,000 active;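 active = displacement of at least 50% at 20 µM, with a fluorescence ratio check between 0.3 and a set limit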;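 also: plate controls were Siah plus tracer with DMSO for no effect and tracer alone without Siah for full effect; strong numbers were not always called active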
NTR1 agonist: NTR1-driven beta-arrestin-GFP spot formation – imaging, U2OS cells, high content, primary screen (AID 493036); activation, % at 20 µM; 0.17% of 330,000 active; agonist mode; P30989;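 active = activation at or above 40% of the spot to cytoplasm intensity ratio, with at least 20 cells analyzed; inconclusive = wells under 20 cells, flagged as cytotoxic or low count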;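 also: 0% = DMSO without peptide and 100% = 100 nM NTR1 peptide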
Target sequence (P30989 whole entry, looked up): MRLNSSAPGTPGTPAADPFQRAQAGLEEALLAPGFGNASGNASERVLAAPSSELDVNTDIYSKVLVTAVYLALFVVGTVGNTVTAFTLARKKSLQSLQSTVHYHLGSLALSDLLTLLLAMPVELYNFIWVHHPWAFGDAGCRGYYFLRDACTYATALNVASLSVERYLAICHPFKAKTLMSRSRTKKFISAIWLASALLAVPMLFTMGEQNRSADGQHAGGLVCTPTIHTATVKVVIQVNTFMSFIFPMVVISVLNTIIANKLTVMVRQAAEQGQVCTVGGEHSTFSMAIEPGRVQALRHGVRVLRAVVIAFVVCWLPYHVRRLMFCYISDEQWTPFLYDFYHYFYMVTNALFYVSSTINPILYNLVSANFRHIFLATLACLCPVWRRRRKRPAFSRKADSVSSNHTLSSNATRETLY
Dengue-2 NS5 capping: Dengue-2 NS5 methyltransferase inhibitors, primary screen, biochemical, confirmation dose response (AID 588689) | 0.3% of 340,000 active | inhibition, % at 25 µM; hits with a dose series show IC50 in µM | Dengue-2 NS5 methyltransferase capping enzyme assay, biochemical; higher % means a stronger effect; in the data active = a potency from the dose series; inconclusive = inhibition above about 29% without an active follow-up result
NTR1 agonist cell count 20 µM: also measured in NTR1 agonist; calls as there; cell count; measured here: cell count, cytotoxicity flag
Dengue-2 NS5 capping pilot replicate: second read-out of Dengue-2 NS5 capping, no call of its own (marks repeat the call); inhibition, %; measured here: pilot screen replicate inhibition
* hit, by the source's call; ? = inconclusive; · = no result given; & = joins results of further samples; [ ] = dose if it differs, or a comment.

SMILES	Rac1 GTP hydrolysis	RSV antiviral HEp-2	SV40 large T antigen	AID2073	West Nile antiviral	UTI89 phage lysis	Siah-1 displacement	NTR1 agonist	NTR1 agonist cell count 20 µM	Dengue-2 NS5 capping	others
Cc1ccccc1OCC(=O)N1CCCCCCC1	3.0%	2.5%	8.7%	0.6%	-0.1%	0.8%	-2.0%	-1.4	64	0.0%
Cc1ccc(-c2nc(=O)[nH]c3ccccc23)cc1	·	3.3%	6.0%	28.0%	-0.1%	0.1%	0.8%	0.3	108	-2.0%
O=C(Cc1ccccc1)NCC(=O)N1CCN(Cc2cccc(Cl)c2)CC1	3.3%	·	·	·	·	0.2%[50 µM]	·	-0.7	48	-7.0%
CCOC(=O)/C=C/C(=O)Nc1cccc([N+](=O)[O-])c1	7.9%	2.1%	34.7%	36.0%	-0.1%	-25.3%	-2.5%	4.5	38	8.0%
Cc1ccc(Cn2nc(C)c(NC(=O)c3noc4c3CCCCC4)c2C)cc1	6.4%	3.6%	9.4%	-1.8%	1.1%	2.7%	4.6%	2.1	78	-4.0%
COc1ccccc1C(=O)OCc1c(F)cccc1Cl	7.3%	-1.0%	16.1%	0.3%	-0.1%	0.8%	1.7%	1.4	54	-16.5%
CC(C)C(C(=O)NC(C)(C)C)N1C(=O)c2ccccc2C1=O (stereo not drawn)	4.2%	0.1%	16.1%	-4.3%	1.1%	0.2%	-5.8%	-2.2	70	4.1%
O=C(CCS(=O)(=O)c1ccccc1)Nc1ccc2c(c1)OCO2	1.9%	0.5%	6.2%	15.7%	0.2%	4.1%	4.5%	-0.1	47	4.5%
CCCc1nc2oc3c(=O)[nH]cnc3c2c2c1CCCC2	7.2%	9.1%	6.4%	7.5%	-0.4%	1.4%[50 µM]	4.3%	6.3	71	-8.0%
O=C(Nc1ccc2c(c1)CCC2)C1CCCN(c2ncccn2)C1 (stereo not drawn)	5.5%	-1.9%	2.6%	0.5%	0.0%	3.9%	1.1%	-1.3	81	3.2%
Cc1ccc(CC2C(=O)N(CC(=O)O)C(=O)C2C)cc1 (stereo not drawn)	6.5%	-0.7%	10.7%	1.1%	0.2%	0.5%	-3.8%	-1.5	84	-6.5%
Cc1cc(-n2cnnn2)cc(C)c1S(=O)(=O)N(C)c1ccccc1	6.2%	6.2%	19.9%	3.8%	0.1%	-0.2%	2.5%	0.1	41	-2.7%
OC[C@@H]1CC[C@@H](Cc2ccc(-c3ccccc3)cc2)O1	8.2%	·	·	·	·	0.2%	·	0.3	56	-0.3%	Dengue-2 NS5 capping pilot replicate=3.3
CCOC(=O)C1CCN(C(=O)COc2cc(C)c(Br)cc2C)CC1	10.7%	-0.6%	-0.2%	-12.3%	0.2%	-0.3%	-3.4%	0.7	43	-4.5%
CC(OC(=O)c1ccccc1O)C(=O)Nc1ccc(Cl)cn1 (stereo not drawn)	3.5%	3.1%	-1.5%	-8.2%	-0.4%	-1.4%	-1.1%	1.3	80	0.0%
CCN(CC)c1ccc(CN(C(=O)c2ccco2)C2CCS(=O)(=O)C2)cc1 (stereo not drawn)	10.9%	1.4%	21.8%	-23.0%	·	0.3%	-0.7%	1.0	81	3.2%
COc1cc2c(cc1OC)C(C(=O)N1CCCCC1)C(c1ccccc1F)N(C)C2=O (stereo not drawn)	6.4%	1.5%	5.2%	2.7%	0.7%	0.0%	0.4%	-1.5	78	-4.0%
CCC(C)NC(=O)c1ccccc1NC(=O)C(C)N(c1ccccc1)S(C)(=O)=O (stereo not drawn)	0.2%	1.4%	-4.2%	6.6%	-0.2%	1.5%	0.1%	0.3	58	-3.5%
CC(C)Nc1nc(NC(C)C)nc(Oc2ccc(OCc3ccccc3)nn2)n1	10.1%	2.8%	1.1%	2.1%	0.8%	-0.1%	3.2%	0.5	63	-2.0%
CCCCN(CCCC)c1ncnc2nc[nH]c12	1.1%	2.2%	-3.2%	0.2%	0.0%	0.5%	5.0%	2.2	54	-4.7%
CC1CCC(C(C)C)C(OC(=O)Cn2c(-c3ccc(Br)cc3)[n+](C)c3ccccc32)C1 (stereo not drawn)	6.3%&5.5%	-2.4%&-1.7%	13.3%&2.5%	29.8%&15.6%	?	1.2%&-0.6%	0.3%&1.8%	31.5	40	0.8%&-0.8%
COC(=O)CCN(C(=O)c1cc([N+](=O)[O-])cc([N+](=O)[O-])c1)c1ccccn1	-1.6%	-1.1%	7.3%	-0.6%	0.1%	-2.4%	5.5%	0.6	50	-12.8%
COc1ccccc1NS(=O)(=O)c1ccc(NC(=O)c2[nH]nc(OC)c2[N+](=O)[O-])cc1	-1.0%	3.8%	12.8%	9.2%	-0.4%	0.2%[50 µM]	12.2%	1.1	30	-1.3%
CCC1CCCCN1C(=O)COc1ccccc1NC(C)=O (stereo not drawn)	5.3%	-0.4%	11.5%	4.8%	-0.1%	0.3%	-8.3%	1.8	38	·
COc1cccc(N2[C@@H](CC(=O)O)c3ccc(/C=C/C(=O)O)cc3S2(=O)=O)c1	8.6%	-0.1%	15.7%	·	-0.1%	0.9%	·	-2.1	85	-8.0%
CC(=O)Nc1ccc(/C=C/c2ccc3c([N+](=O)[O-])cccc3n2)cc1	16.1%	-0.4%	-7.2%	35.2%	-0.6%	0.2%	6.2%	1.9	55	-6.0%
CN(C)S(=O)(=O)c1ccc(NC(=O)CSc2nnnn2C)cc1	11.5%	1.6%	8.6%	-18.3%	1.4%	0.1%	2.8%	1.2	54	0.0%
Cc1[nH]c2ccc(C(=O)OC(C)C(=O)N(C)c3ccccc3)cc2c1C (stereo not drawn)	0.9%	?	22.0%	·	·	0.5%[50 µM]	·	2.8	66	-10.2%
CN(C)CCOC(=O)CCCCCCCCC(=O)OCCN(C)C	15.0%	2.4%	6.9%	2.3%	0.5%	0.1%	3.9%	-0.2	45	-11.7%
COc1ccc(/C=C/C(=O)N2CC(C)OC(C)C2)cc1OC (stereo not drawn)	2.4%	1.8%	23.2%	3.1%	0.2%	-0.7%	13.2%	0.8	66	·
O=C(CN1C(=O)C2C3C=CC(C3)C2C1=O)OCC(=O)c1ccc(Br)cc1 (stereo not drawn)	-1.7%	-0.1%	-1.6%	4.2%	0.1%	-0.1%[50 µM]	-3.6%	2.2	39	10.5%
Cc1cc(C)n(-c2ccc(NC(=O)C3CCCCN3C(=O)c3ccoc3)cc2)n1 (stereo not drawn)	9.0%	1.1%	2.2%	23.4%	-0.7%	-0.1%	-0.7%	-0.8	67	-7.4%
CCOC(=O)c1c(C)[nH]c(C)c1S(=O)(=O)NCc1cc(C)ccc1C	9.3%	3.8%	6.6%	-3.5%	-0.7%	0.1%	9.5%	0.0	66	-3.5%
C=CCn1c(SCc2c(C)noc2C)nc2cc(C(=O)O)ccc2c1=O	6.8%	0.1%	1.2%	·	0.0%	-0.2%	·	2.0	82	-0.7%
COc1ccc(NC(=S)NN2CCN(C)CC2)cc1	3.7%	1.1%	0.7%	-19.5%	0.6%	0.2%	4.5%	0.3	44	-4.9%
COc1ccc(N(Cc2cc3cccc(C)c3[nH]c2=O)S(=O)(=O)c2ccc(Cl)cc2)cc1	9.2%	4.2%	9.2%	8.8%	1.2%	0.3%	5.8%	0.8	67	5.3%
O=C(Cc1cccs1)Nc1ccccc1C(=O)O	13.1%	0.4%	18.7%	4.9%	0.0%	0.3%	5.9%	-1.1	53	-6.7%
O=S1(=O)CCOC[C@H](Cc2ccccc2)N1Cc1ccc(Cl)cc1	4.4%	-1.4%	9.7%	·	-0.8%	-0.5%	·	5.2	52	-0.7%
O=C(c1ccc(Cn2cc([N+](=O)[O-])cn2)o1)N1N=C(C(F)F)CC1(O)C(F)F (stereo not drawn)	-0.1%	-0.8%	14.4%	19.7%	-0.6%	-1.4%	1.6%	-2.1	58	-2.0%
Cc1nc2cc(N3CCCCC3)c(NC(=O)c3ccncc3)cc2c(=O)n1Cc1ccccc1	3.8%	·	5.8%	14.9%	?	0.4%	2.3%	·	·	-9.4%
Cn1c(N2CCN(C(=O)Nc3ccc(F)cc3)CC2)nc2ccccc21	2.5%	4.7%	-8.7%	3.4%	-0.6%	-0.2%	-1.5%	0.6	65	-8.1%
CCOC(=O)COc1cc(-n2c(=S)[nH]c3ccccc3c2=O)c(Cl)cc1Cl	0.3%	-0.9%	3.2%	24.6%	-0.4%	-4.7%	6.0%	4.9	97	-2.9%
COc1ncccc1-c1nnn(-c2ccc(F)cc2)n1	8.7%	14.5%	4.5%	5.9%	0.7%	4.0%	6.3%	-2.7	95	-4.4%
CCOc1cc(C(C(=O)NCC2CCCO2)N(C(=O)Cn2nnc3ccccc32)c2ccccc2C)ccc1O (stereo not drawn)	11.8%	1.3%	9.1%	16.4%	-0.6%	0.0%	3.8%	-0.4	48	-4.8%
O=C(CCn1nnc(-c2cccs2)n1)N1CCc2ccccc2C1	10.7%	0.5%	14.5%	1.4%	0.3%	0.2%	-4.7%	0.8	60	1.4%
CCOC(=O)N1CCN(C(=O)COC(=O)C2CCN(S(=O)(=O)c3c(Cl)cccc3Cl)CC2)CC1	8.5%	-0.9%	3.3%	·	·	0.3%[50 µM]	·	-0.5	33	-0.7%
COc1ccc(C(c2sc3nc(C)nn3c2O)N2CCc3ccccc3C2)cc1 (stereo not drawn)	21.3%	-0.5%	4.6%	4.6%	-0.3%	3.3%	-1.0%	-1.1	76	-2.8%
Cc1ccc(N(C)C(=O)c2cc(S(=O)(=O)N3CCCCC3)c[nH]2)cc1	4.5%	1.0%	·	7.1%	-1.2%	-3.1%	4.0%	6.0	57	-2.8%
CC(=O)Nc1ccc(S(=O)(=O)N2CCN(S(=O)(=O)c3ccc(F)c(F)c3F)CC2)cc1	5.4%	5.8%	4.8%	26.6%	-0.1%	0.0%	-0.2%	0.6	90	-4.8%
O=S(=O)(Cc1ccccc1Cl)NCCc1ccc(F)cc1	2.5%	2.2%	18.1%	13.9%	-1.2%	-0.1%	-6.0%	2.2	56	2.0%	Dengue-2 NS5 capping pilot replicate=-3.3
CC(C)(C)NC(=O)c1ccc2c(c1)C1C3CCC(C3)C1C(c1ccccc1)N2 (stereo not drawn)	4.2%	4.4%	15.6%	3.7%	0.1%	10.7%	0.7%	1.2	68	-2.2%
O=C(Cn1nnnc1CN1CCOCC1)N1CCC(c2cccc(Cl)c2)C1 (stereo not drawn)	8.7%	0.9%	24.2%	-9.4%	0.0%	1.7%[50 µM]	1.6%	2.4	57	0.7%
O=C(NNc1ccccc1C(F)(F)F)c1sccc1Br	10.2%	0.1%	3.5%	-6.3%	-1.1%	0.4%	-1.9%	0.0	51	-8.6%
